Bioassay records from PubChem BioAssay.
Jurkat NFkB inh = inhibitors of the PMA/ionomycin-induced NF-kB reporter in Jurkat cells; PMA/ionomycin-induced NF-kB luciferase reporter, luminescence; inhibition, % at 4 µM; 0.53% of 330,000 active; AID 435003; in the data active means inhibition above about 50%
EBI2 antag = antagonists of human EBI2 receptor; P32249; EBI2 beta-arrestin recruitment, luminescence, 7a,25-OHC stimulated; inhibition, % at 5 µM; 0.81% of 360,000 active; in the data active means inhibition above about 38%;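 further: enzyme fragment complementation signal reports receptor beta-arrestin coupling in cells; 0% = agonist plus DMSO wells and 100% = wells without agonist; some results beyond the cut were filed as inactive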
Gli-Sufu block = blocks Gli-Sufu signaling in a luciferase reporter; Sufu-KO-LIGHT fibroblasts, Gli luciferase reporter luminescence; inhibition, % at 5 µM; 0.74% of 340,000 active; AID 588413;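 active means inhibition above about 55%, limit read from the data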;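 further: 0% = DMSO-treated cells and 100% = wells with medium but no cells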
CXCR6 block = blocks human CXCR6 beta-arrestin recruitment | inhibition, % at 20 µM | 0.36% of 360,000 active | O00574 | CHO-K1 PathHunter CXCR6 beta-arrestin, luminescence; in the data active means inhibition above about 34%, passing the limit was not always enough;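 further: antagonist mode with CXCL16 agonist at 10 nM final; 0% = 10 nM CXCL16 with DMSO and 100% = unstimulated wells without agonist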
UBC13 inh = blocks human UBC13 polyubiquitin chain formation; inhibition, % at 20 µM; P61088; 0.47% of 330,000 active; TR-FRET; in the data active means inhibition above about 45%, passing the limit was not always enough
Target sequence (P61088 whole entry, looked up): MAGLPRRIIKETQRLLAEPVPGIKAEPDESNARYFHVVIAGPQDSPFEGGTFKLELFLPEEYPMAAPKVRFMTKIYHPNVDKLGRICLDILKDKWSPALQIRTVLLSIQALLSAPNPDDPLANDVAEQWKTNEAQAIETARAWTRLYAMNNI
697 NFkB inh = inhibitors of the PMA/ionomycin-induced NF-kB reporter in 697 B cells; 697 B-cell NF-kB luciferase reporter, 16 h; 0.33% of 330,000 active; inhibition, % at 4 µM; in the data active means inhibition above about 35%
CCR6 antagonist = antagonists of human CCR6 receptor | P51684 | CHO-K1 CCR6 PathHunter beta-arrestin, luminescence, CCL20-stimulated | inhibition, % at 20 µM | 0.49% of 340,000 active;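 active means compounds whose inhibition of the agonist-driven luminescence signal at 20 µM reaches about 50%, limit read from the data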;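 further: cells stimulated with CCL20 at 14 nM final; plate controls were DMSO with CCL20 for no effect and DMSO without agonist for full effect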
Target sequence (P51684 whole entry, looked up): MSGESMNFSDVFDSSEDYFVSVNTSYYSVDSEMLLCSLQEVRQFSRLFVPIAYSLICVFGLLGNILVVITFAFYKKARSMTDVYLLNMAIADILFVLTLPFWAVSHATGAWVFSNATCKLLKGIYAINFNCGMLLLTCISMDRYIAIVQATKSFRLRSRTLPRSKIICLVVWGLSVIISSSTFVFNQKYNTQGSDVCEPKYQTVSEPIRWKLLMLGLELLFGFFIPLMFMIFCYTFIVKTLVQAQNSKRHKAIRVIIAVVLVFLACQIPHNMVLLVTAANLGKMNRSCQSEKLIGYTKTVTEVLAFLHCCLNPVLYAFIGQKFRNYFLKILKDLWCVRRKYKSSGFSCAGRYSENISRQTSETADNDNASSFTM
APJ antag = APJ receptor antagonism | P35414 | CHO-K1 APJ beta-arrestin complementation, luminescence | inhibition, % at 20 µM | 0.32% of 330,000 active | AID 2521;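 active means inhibition above about 40% at 20 µM, limit read from the data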;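 further: cells challenged with 10 nM apelin-13 agonist together with compound; plate controls were apelin-13 plus DMSO wells for no effect and DMSO wells lacking apelin-13 for full effect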
Target sequence (P35414 whole entry, looked up): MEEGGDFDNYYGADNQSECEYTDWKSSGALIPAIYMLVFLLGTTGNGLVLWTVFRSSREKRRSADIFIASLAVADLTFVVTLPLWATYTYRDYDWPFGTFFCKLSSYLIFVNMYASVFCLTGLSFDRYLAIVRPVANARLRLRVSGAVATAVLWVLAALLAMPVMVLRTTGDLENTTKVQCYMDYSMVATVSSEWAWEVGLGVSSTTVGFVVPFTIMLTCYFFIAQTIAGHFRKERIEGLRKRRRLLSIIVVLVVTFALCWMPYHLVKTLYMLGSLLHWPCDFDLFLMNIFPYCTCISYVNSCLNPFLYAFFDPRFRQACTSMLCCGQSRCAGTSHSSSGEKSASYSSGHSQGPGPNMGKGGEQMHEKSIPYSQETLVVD
Active calls of the source: *; nt = not tested or not shown.

SMILES | Jurkat NFkB inh | EBI2 antag | Gli-Sufu block | CXCR6 block | UBC13 inh | 697 NFkB inh | CCR6 antagonist | APJ antag
CCN1CCN(C(=O)c2cc(-c3ccc(Cl)s3)nc3ccccc23)CC1 | -18 | -5 | 5 | 10 | 25 | 2 | -2 | -14
O=C(c1ccc(NC2=NC3CS(=O)(=O)CC3S2)cc1)N1CCN(c2ccc(F)cc2)CC1 (stereo unspecified) | 3 | 1 | 1 | -8 | -4 | -5 | -5 | 3
CCCCNC(=O)CC1S/C(=N/N=C/c2ccc(OC)cc2)NC1=O (stereo unspecified) | -11 | -2 | -1 | -10 | -10 | 2 | 0 | -8
Cc1nnc(SCC(=O)NCc2ccccc2)[nH]c1=O | 16 | -14 | -17 | 1 | 8 | 8 | 8 | 7
COc1cccc(N(CC(=O)O)S(=O)(=O)c2ccccc2)c1 | -2 | -11 | 2 | 3 | 4 | -5 | -7 | 14
O=C(CS(=O)CC(=O)N(CC(=O)NC1CCCC1)c1ccccc1F)Nc1ccc(F)cc1 (stereo unspecified) | -12 | -20 | -8 | 0 | -3 | 13 | 4 | -2
Cc1ccc(-c2cc(C(=O)N3CCCC3)c3ccccc3n2)s1 | -17 | -8 | -9 | 4 | 38 | -4 | -11 | 17
CC1CCCCN1S(=O)(=O)c1ccc(NC(=O)CSc2nnnn2C)cc1 (stereo unspecified) | 10 | -2 | 19 | -3 | 3 | 22 | 11 | 4
Cc1onc(-c2ccccc2Cl)c1C(=O)NC1CCCCCC1 | 2 | 15 | 10 | 6 | 9 | -2 | 10 | 11
Cc1cc(=O)oc(C)c1C(=O)NCCN1CCOCC1 | 0 | 8 | 72* | -2 | 2 | 16 | -2 | 8
Cc1cc(C)c(C)c(S(=O)(=O)N[C@@H](C)C(=O)OCC(N)=O)c1C | 1 | 2 | 4 | -2 | 12 | -9 | 3 | 13
COc1ccccc1NC(=O)[C@H](COCc1ccccc1)NC(=O)OC(C)(C)C | -9 | -2 | 5 | 1 | 14 | -31 | 7 | 1
Cc1cc(Br)ccc1OCC(=O)NNC(=O)C(=O)Nc1ccccc1 | -5 | 7 | -3 | -3 | -2 | 5 | 1 | 7
CCN(CC)S(=O)(=O)c1ccc(OC)c(NC(=O)Cn2cnc3c2c(=O)n(C)c(=O)n3C)c1 | 0 | -9 | -5 | -3 | -10 | 7 | 11 | -4
CCOc1ccc(NC(=O)CN(C)C(=O)C2CC(=O)N(CCc3ccccc3)C2)cc1OCC (stereo unspecified) | 1 | -1 | -12 | -7 | 1 | -5 | 4 | 2
CCNC(=S)NNC(=O)C1CCN(Cc2ccccc2)CC1 | 4 | -17 | 5 | 1 | 0 | 10 | -1 | -2
O=C(NCCN1CCOCC1)c1cccs1 | -9 | -2 | -8 | 4 | 6 | 12 | -7 | 10
C=CCN=C(NC#N)SC | -3 | 6 | 58* | -4 | 5 | 1 | -5 | -5
COc1ccc(-c2nnn(Cc3nn[nH]n3)n2)cc1OC | -21 | -1 | 1 | 4 | -5 | -14 | 17 | -4
O=C1NN=C(CSc2n[nH]c(=S)s2)CS1 | -4 | 2 | -4 | 5 | -2 | 8 | 15 | 14
Cc1ccnc2nc(C(=O)Nc3nc4ccccc4s3)nn12 | -56 | 3 | -56 | 4 | -16 | -156 | 6 | 5
C/C(=C/Cc1c(O)cc2oc(C)cc(=O)c2c1O)COC1OC(CO)C(O)C(O)C1O (stereo unspecified) | -2 | 8 | -5 | 0 | -2 | -4 | 6 | 5
S=c1[nH]nc(C2CCCCC2)n1/N=C/C(Cl)=C\c1ccccc1 | -3 | -16 | -3 | 2 | -4 | -42 | 2 | -13
Cc1cc(O)c(C(C)C)cc1N=Cc1ccc(N(C)C)cc1 | nt | -18 | 10 | -1 | nt | nt | 28 | nt
CCCCN1C(=O)CC(C(=O)OCC)=C1C | -1 | -10 | 2 | -5 | 3 | 14 | 4 | 20
O=C(Nc1ccc(F)c(Cl)c1)c1cccnc1 | 6 | -10 | -14 | -4 | -5 | -21 | 14 | -5
Cc1nc2ccc(NC(=O)c3cccs3)cc2s1 | -79 | 2 | -52 | 6 | -4 | -132 | 8 | -8
CCS(=O)(=O)N1CCCC(C(=O)NCCN2CCC(Cc3ccccc3)CC2)C1 (stereo unspecified) | 6 | 14 | -11 | 1 | 8 | 20 | -8 | -20
O=C(NCCN1CCOCC1)c1cc(Sc2ccccc2Cl)nc2ccccc12 | -6 | nt | nt | nt | 8 | 14 | nt | 19
Cc1noc(C)c1COc1cccc(C(=O)Nc2ccccc2N2CCOCC2)c1 | 17 | 24 | -1 | 4 | 11 | 8 | 13 | 18
Cc1ccc(NC(=O)CN2C(=O)S/C(=C/c3ccc(-c4cc(C(=O)O)ccc4C)o3)C2=O)cc1C | -3 | -4 | 4 | 2 | -21 | 13 | 1 | 7
CN(C)C(=O)CN1C(=O)c2cccc3cccc1c23 | -15 | -6 | 3 | 9 | -1 | 0 | -10 | -21
CCC(CC)C(=O)c1c[nH]c(C(=O)N2CCN(c3ccccc3)CC2)c1 | 3 | 11 | -14 | -2 | 1 | 2 | 15 | -9
C[C@H](CO)N1C[C@H](C)[C@@H](CN(C)C(=O)Nc2ccccc2)Oc2c(NC(=O)Cc3ccccc3)cccc2C1=O | 6 | -8 | -16 | 4 | -8 | 5 | 1 | 8
O=C(CSc1ccccn1)Nc1nonc1[N+](=O)[O-] | 13 | -35 | 5 | -24 | -3 | 18 | -11 | -143
CC(C)(C)C(=O)Cn1c(=O)n(-c2ccc(F)cc2F)c(=O)c2sccc21 | 1 | -1 | 5 | -6 | 15 | 10 | -4 | 0
COc1ccc(NC(=O)CN(C)C(=O)c2cccc(S(=O)(=O)N3CCN(Cc4ccccc4)CC3)c2)cc1 | -5 | 26 | 39 | -2 | 6 | -64 | 5 | -5
CCc1cccc2c(C(=O)COC(=O)c3nn(C)c(=O)c4ccccc34)c[nH]c12 | -7 | 34 | 99* | -15 | 0 | -12 | -36 | -15
Cc1cc(NC(=O)COc2nnc(-c3ccccc3)c3ccccc23)no1 | -5 | -7 | 6 | 6 | 1 | -2 | 11 | 7
COc1cc(/C(C)=N/Nc2ccc(C(=O)O)cc2)cc(OC)c1OC | 9 | -12 | 10 | -2 | -8 | -54 | 4 | -9
O=[N+]([O-])c1cc(S(=O)(=O)Nc2cccc(Cl)c2)ccc1N=Nc1c(O)[nH]c2ccccc12 | -13 | 22 | 33 | 40 | -121 | -18 | 44 | 30
O=C(COC(=O)c1cc(S(=O)(=O)N2CCOCC2)ccc1F)Nc1c(Cl)cccc1C(F)(F)F | 10 | -1 | -6 | -1 | 1 | 2 | -9 | 17
COc1ccc(CCNC(=O)C2CCCN(S(=O)(=O)c3ccc(F)cc3)C2)cc1 (stereo unspecified) | 1 | 14 | 9 | -12 | -7 | -11 | 0 | 1
CC[C@@H]1CC=C[C@H]2[C@H]1C(=O)N(Cc1ccccc1)[C@H]2c1ccc(C(F)(F)F)cc1 | 12 | 19 | -7 | 6 | 2 | -35 | 21 | 24
CCOc1cc(/C=C/C(=O)c2ccc(C)cc2)ccc1OCC(=O)N(C)C | 42 | -7 | 8 | -12 | 9 | -1 | 13 | -2
COCCn1nnnc1CN(Cc1ccco1)Cc1cc2cc3c(cc2[nH]c1=O)OCO3 | -18 | -5 | -11 | 2 | -2 | -2 | -3 | -9
COc1ccc(CCNC(=O)c2ccc(OCC(=O)N3CCOCC3)c(OC)c2)cc1OC | -7 | -1 | -18 | -2 | -7 | -10 | -1 | 6
CCn1c(SCc2cccc(C)c2)nnc1-c1ccc(C)cc1 | 0 | 7 | -9 | -4 | 0 | 17 | 1 | -1
COc1cc(NC(=O)c2ccc(F)cc2)c(OC)cc1NC(=O)CN1CCCCC1 | -21 | 7 | 0 | -1 | -6 | 4 | 8 | -17
Cc1nccn1CCCNCc1c(C(=O)N2CCCCCCC2)nc2ccc(Cl)cn12 | -4 | 1 | -13 | -7 | -3 | -9 | -10 | 13
CCC(=O)Nc1ccccc1C(=O)NC1CCCCC1 | -2 | -11 | -26 | -6 | -8 | 13 | -6 | 8
O=C1CCCC2=C1C(c1ccsc1)CC(=O)N2c1ccccc1F (stereo unspecified) | -2 | -9 | -11 | -2 | -5 | -18 | 3 | 16
O=C(/C=C/c1cccc([N+](=O)[O-])c1)OCC(=O)c1ccccc1 | -4 | 1 | -2 | 1 | -2 | 4 | 11 | 3
Cc1cccc(N(C(=O)c2cnc3n(c2=O)CCS3)C2CCCCC2)c1 | -1 | -5 | 1 | -2 | -4 | -13 | -1 | 25
COc1cc2c(cc1OC)CN(CC(=O)NC(=O)NCc1ccco1)CC2 | 3 | -4 | 4 | -5 | 10 | 1 | 7 | 2
O=C(NC1CCCC1)C(c1ccco1)N(C(=O)c1ccco1)c1ccccc1 (stereo unspecified) | -18 | 2 | 7 | -2 | 1 | -9 | 11 | 0
COc1cc(C2C(C#N)=C(N)OC3=C2C(=O)CC(C)(C)C3)ccc1OCCN1CCOCC1 (stereo unspecified) | -5 | -17 | -5 | -10 | -5 | -4 | -8 | 6
O=S(=O)(c1ccccc1)N1CCCC1c1nc2ccccc2s1 (stereo unspecified) | 1 | 0 | 8 | 4 | 7 | -8 | -10 | 0
CCN1CCN(c2sc(S(C)(=O)=O)nc2S(=O)(=O)c2ccc(Cl)cc2)CC1 | 32 | 1 | 7 | -2 | -5 | 10 | 21 | -41
O=C(O)c1ccc(N2C(=O)c3[nH]nc(-c4ccccc4)c3C2c2ccccc2)cc1 (stereo unspecified) | 1 | 6 | -12 | 6 | 2 | -9 | 5 | -8

Full records, looked up by structure:
COc1cc2c(cc1OC)CN(CC(=O)NC(=O)NCc1ccco1)CC2 as listed: Jurkat NFkB inh = 3; EBI2 antag = -4; Gli-Sufu block = 4; CXCR6 block = -5; UBC13 inh = 10; 697 NFkB inh = 1; CCR6 antagonist = 7; APJ antag = 2
O=C(NC1CCCC1)C(c1ccco1)N(C(=O)c1ccco1)c1ccccc1 (stereo unspecified) as listed: Jurkat NFkB inh = -18; EBI2 antag = 2; Gli-Sufu block = 7; CXCR6 block = -2; UBC13 inh = 1; 697 NFkB inh = -9; CCR6 antagonist = 11; APJ antag = 0

Following part
SMILES | Jurkat NFkB inh | EBI2 antag | Gli-Sufu block | CXCR6 block | UBC13 inh | 697 NFkB inh | CCR6 antagonist | APJ antag
O=C(CCc1nnc(Cc2ccc3c(c2)OCO3)o1)NCCc1ccccc1Cl | 1 | 4 | 23 | 10 | -4 | -18 | 4 | -2
Cc1cc(N2CCN(C(=O)c3ccco3)CC2)n2ncc(-c3ccccc3)c2n1 | -80 | -16 | -38 | 11 | 3 | -52 | 3 | 7
CC1(C)NC(=O)N(Cc2cc(=O)n3ccsc3n2)C1=O | -7 | -10 | 11 | -1 | 0 | -21 | -3 | -1
CCc1ccc2oc(C(=O)N3CCN(c4ccc(OC)cc4)CC3)cc(=O)c2c1 | -5 | 91* | 14 | 0 | 3 | -2 | 11 | 15
CC(C)(C)Nc1nc(-c2ccccn2)nc2ccccc12 | -5 | -8 | 10 | 18 | -12 | -19 | 33 | 27
CC(C)N(CCO)Cc1nc(C(c2ccccc2)c2ccccc2)no1 | -3 | 16 | 3 | 5 | -5 | -6 | 14 | 15
COc1ccc(OCc2nnc3n2N=C(c2ccc(Br)cc2)CS3)cc1 | 24 | 21 | 9 | 10 | 14 | 2 | 16 | -21
COc1ccc(C(CNC(=O)COc2ccccc2OC)N(C)C)cc1OC (stereo unspecified) | 11 | -3 | 1 | 4 | 5 | -10 | 17 | -1
O=C(CSc1nc2ncc(Cl)cc2[nH]1)Nc1ccccc1-c1ccccc1 | -1 | -8 | -3 | -13 | -9 | 16 | -2 | -17
O=C(C[n+]1cc(-c2ccc(Cl)cc2)n2c1CCC2)Nc1nc(-c2ccccc2)cs1 | -14 | -12 | -1 | 5 | 8 | -11 | 10 | 14
CCN(CC)C(=O)c1ccc(COc2ccccc2Cl)o1 | -6 | -7 | 12 | 0 | 2 | -22 | 1 | 2

Reprinted at random: 2 compounds from above, in no set order.
SMILES | Jurkat NFkB inh | EBI2 antag | Gli-Sufu block | CXCR6 block | UBC13 inh | 697 NFkB inh | CCR6 antagonist | APJ antag
Cc1cc(N2CCN(C(=O)c3ccco3)CC2)n2ncc(-c3ccccc3)c2n1 | -80 | -16 | -38 | 11 | 3 | -52 | 3 | 7
COc1ccc(C(CNC(=O)COc2ccccc2OC)N(C)C)cc1OC (stereo unspecified) | 11 | -3 | 1 | 4 | 5 | -10 | 17 | -1
